PV pol inh – poliovirus RdRp elongation inhibitors, primary screen, biochemical, fluorescence polarization, total intensity; poliovirus polymerase elongation; stronger effect = lower value; % elongation, % (compound at 16.7 µg/mL); 150,000 tested, 0.66% active; in the data active = % elongation below about 90%; note: some results filed as inactive read as strong as hits
Target sequence (P03300 1749-2209 limits assumed): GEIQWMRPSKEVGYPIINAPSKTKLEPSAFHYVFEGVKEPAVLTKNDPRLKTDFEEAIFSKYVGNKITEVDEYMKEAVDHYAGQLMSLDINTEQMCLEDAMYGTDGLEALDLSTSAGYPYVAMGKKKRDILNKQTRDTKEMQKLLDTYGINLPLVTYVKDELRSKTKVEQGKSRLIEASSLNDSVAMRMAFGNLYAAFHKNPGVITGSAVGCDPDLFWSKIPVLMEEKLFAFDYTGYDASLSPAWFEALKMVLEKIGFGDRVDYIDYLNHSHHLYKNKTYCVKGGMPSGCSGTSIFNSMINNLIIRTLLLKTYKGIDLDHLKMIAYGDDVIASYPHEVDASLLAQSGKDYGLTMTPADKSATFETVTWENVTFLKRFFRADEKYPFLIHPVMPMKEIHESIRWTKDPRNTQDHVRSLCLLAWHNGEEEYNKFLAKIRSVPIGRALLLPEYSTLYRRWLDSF
PV pol inh FP z-score – also measured in PV pol inh; calls as there; z-score; measured here: FP z-score; hits read low
* = called active by the depositor. These rows are one share of the data; count on the stated rates, not on these rows.

SMILES | PV pol inh | PV pol inh FP z-score
CN(C)S(=O)(=O)c1ccc(-c2nc3ccccc3s2)cc1 | 100 | -0.2
Cc1n[nH]c(C)c1CCc1nc2c3ccccc3nc(SCC(=O)Nc3ccc(F)cc3)n2n1 | 104 | -0.5
CCC(=O)NC(Nc1sc2c(c1C(N)=O)CCCC2)(C(F)(F)F)C(F)(F)F | 105 | 0.3
Cc1ccccc1C(=O)n1nc(-c2cccnc2)nc1NCc1ccccc1 | 112 | 1.1
O=C(O)c1ccccc1OCCN1CCCC1=O | 105 | 1.1
Cc1ccc(-c2nc(CCNC(=O)c3ccc(C)c(C)c3)cs2)cc1 | 103 | -1.1
CC1CCN(C(=S)SCC(=O)O)CC1 | 102 | -0.2
CCc1cc(C(=O)Cc2nc3ccccc3n2C)c(O)cc1O | 104 | 0.4
CCOC(=O)C1CCN(c2cc(C(=O)Nc3ccc(OCC)cc3)ccn2)CC1 | 99 | -0.2
O=C(O)CSc1nnc2c(n1)OC1(CCCC1)Nc1ccccc1-2 | 100 | -0.3
Cc1cc(C)cc(CC(CC(=O)O)C(=O)NCc2ccccc2)c1 (configuration not stated) | 105 | 0.2
CC1CCCC(C)N1C(=O)COC(=O)/C=C/c1ccccc1Cl (configuration not stated) | 104 | 0.2
Cc1ccc(CCNc2ccccc2)c[n+]1[O-] | 103 | 0.3
CCCn1c(=O)c(=O)[nH]c2c(=O)oc3ccccc3c21 | 100 | -0.2
COc1ccccc1C(=O)N=C1SC2CS(=O)(=O)CC2N1c1ccccc1 (configuration not stated) | 102 | 0.4
COCCn1c(N)c(C(=O)N2CCCC2)sc1=S | 105 | 0.5
O=c1cc(-c2ccccc2)sc(=O)[nH]1 | 108 | 0.7
O=C(CCS(=O)(=O)c1cccs1)NC1CCCc2ccccc21 (configuration not stated) | 101 | 0.1
COC(=O)C1=C(C)NC2=C(C(=O)CC(C)(C)C2)C1c1ccccc1 (configuration not stated) | 103 | 0.4
CCC(=O)c1cc(C)ccc1O | 102 | 0.1
CC(C)C(C)(C#N)NC(=O)CSc1nc(-c2ccccc2)c(-c2ccccc2)o1 (configuration not stated) | 102 | -0.2
Cc1cc(C)c2sc(N3CCN(C(=O)C4CC4)CC3)nc2c1 | 104 | -0.6
CC(C)(C)NC(=O)[C@H]1CC[C@H]2[C@@H]3CC[C@H]4NC(=O)C=C[C@]4(C)[C@H]3CC[C@]12C | 103 | 0.4
CSc1nsc(SC)c1C(=O)NC(=O)N1CCSCC1 | 109 | 1
CCCn1c(CCC(=O)N2CCc3ccccc32)nc2cccnc21 | 100 | -0.3

(listing goes on)
SMILES | PV pol inh | PV pol inh FP z-score
CCc1ccc2oc(-c3ccc(C)c(NC(=O)c4cc([N+](=O)[O-])ccc4N4CCOCC4)c3)nc2c1 | 108 | 1
CCN(CC)c1ccc(/C=c2\sc3ncnn3c2=O)cc1 | 119 | 4.2
Oc1ccccc1/C=N/c1ncc(C(F)(F)F)cc1Cl | 108 | 0.6
CC1Cc2ccccc2N1C(=O)COC(=O)C1CCN(C(=O)Nc2ccccc2)CC1 (configuration not stated) | 97 | -0.4
O=C(NC(=S)Nc1ccc(S(=O)(=O)N2CCOCC2)cc1)c1ccc(Br)o1 | 103 | 1.2
O=C(O)CCSCc1ccc(Cl)cc1 | 101 | -0.3
Cn1c(=O)c(-c2noc(-c3ccccc3)n2)cn(-c2ccccc2)c1=O | 105 | 0.2
O=C(O)COCC(=O)Nc1ccc(-n2ccc(C(F)(F)F)n2)cc1 | 105 | 0.5
OCCCCn1c(-c2ccccc2)cc2ccccc21 | 103 | -0.1
O=C(COC(=O)c1ccccc1Cl)c1cc2ccccc2o1 | 102 | 0.1
Cc1ccc(C(=O)Nc2ccc(C(=O)OCc3cc(=O)n4nc(C5CC5)sc4n3)cc2)cc1 | 105 | -0.3
CC(Sc1nc(C2CC2)n(-c2ccccc2)n1)C(=O)Nc1ccnn1C(C)C (configuration not stated) | 103 | 0
NCCNC(=O)c1ccco1 | 104 | 0.4
Cc1ccc(C(=O)CCC(=O)NC2=NCCS2)cc1 | 102 | 0.3
COc1cc2ccccc2cc1C(=O)NCCC12CC3CC(CC(C3)C1)C2 | 101 | -0.2
CCN1C(=O)c2cccc3c(S(=O)(=O)Nc4ccc(O)c(C(=O)O)c4)ccc1c23 | 104 | -0.2
CCOC(=O)/C(C#N)=N/Nc1ccsc1C(=O)OC | 101 | -0.1
Cc1nccc2[nH]c(=O)c(C(=O)NC3CCC(C)CC3)cc12 (configuration not stated) | 101 | -0.5
Cc1cc(C)nc(NC(N)=NCCc2c[nH]c3ccccc23)n1 | 101 | -0.3
Cc1ccc(CNC(=O)C2CCCN(S(=O)(=O)N3CC(C)CC(C)C3)C2)cc1 (configuration not stated) | 100 | -0.1
O=C(NC(c1ccccc1)c1ccccc1)c1ccc2c(c1)OCCO2 | 107 | 0.5
CSC(=S)OC12CC3CC(CC(C)(C3)C1)C2 | 99 | -0.5
Cc1cc2oc(C(=O)Nc3ccc(S(=O)(=O)N(C)Cc4ccccc4)cc3)cc(=O)c2cc1C | 112 | 0.8
Cc1ccc(C(=O)CSc2nnc(-c3cccs3)n2C2CC2)s1 | 104 | 0.2
Cc1ccc(C)c(NC(=O)CN2CCCN(Cc3cccc(Cl)c3)S2(=O)=O)c1 | 108 | 0.4

Further results follow.
SMILES | PV pol inh | PV pol inh FP z-score
CC(c1ccc(C(=O)O)o1)N1CCOCC1 (configuration not stated) | 99 | -0.5
CCCCCOc1ccc(OC(=O)c2ccncc2)cc1 | 103 | 0.5
CSc1scc2c1-c1nc(SCC(=O)c3ccc(Cl)cc3)ncc1CC2 | 101 | -0.9
O=C(COC(=O)CC1CCCC1)Nc1ccc(Br)cc1F | 100 | -1.1
CCCCCn1c(CCCNC(=O)c2ccccc2)nc2ccccc21 | 104 | -0.5
CNC(=O)c1c(C)csc1NC(=O)C(F)(F)F | 102 | -0.2
O=C(ON1C(=O)c2cccc3cccc(c23)C1=O)c1cccnc1 | 100 | -0.1
O=C(CC1C(=O)N(c2ccc(F)cc2)C(=O)N1Cc1ccc2c(c1)OCO2)Nc1ccc(Cl)cc1 (configuration not stated) | 108 | 0.4
CCOC(=O)c1[nH]c(C)c(CCC(=O)N2CCN(c3cccc(OC)c3)CC2)c1C | 110 | 0.7
c1ccc(CN2CCN(Cc3ccc4c(c3)OCCO4)CC2)cc1 | 100 | 0
CC(C)NC(=O)CCc1nc2cccnc2n1-c1ccccc1 | 104 | 0.5
CC(C(=O)N1CCN(Cc2ccccc2)CC1)n1sc2ccccc2c1=O (configuration not stated) | 103 | 1.1
C=C(C)Cn1c(SCC(=O)Nc2ccccc2C)nc2sc3c(c2c1=O)CCCC3 | 102 | -0.9
O=C(NNc1ccc(Cl)cc1)C1CCC1 | 99 | -0.7
Cc1cc(CSC(=N)N)cs1 | 102 | 0
COC(=O)c1sccc1-c1ccc(CN2CCC(c3ccccc3OC)CC2)o1 | 104 | 0.2
COc1ccc(C2CCCCCN2C(=O)Cc2nn(C)c(=O)c3ccccc23)cc1 (configuration not stated) | 100 | 0
CC(C)c1nn2c(=O)cc(COC(=O)c3cccs3)nc2s1 | 103 | -0.7
O=C(CC1C(=O)N(c2ccccc2)C(=O)N1C1CCCCC1)Nc1ccccc1 (configuration not stated) | 102 | 0.4
NC(=O)C(Cc1ccccc1)N1C(=O)C2C3C=CC(C3)C2C1=O (configuration not stated) | 106 | 0.9
O=S1(=O)c2ccccc2N(Cc2ccc(Cl)cc2F)c2ccccc21 | 105 | -0.2
CC(C)(C)n1ncc2c(=O)n(NC(=O)Cc3ccccc3)cnc21 | 97 | -0.1
Cc1c(C#N)c(NC(=O)CN2CCCC2c2cccs2)n(C2CCCCC2)c1C (configuration not stated) | 102 | 0.1
Cc1ccc(C(=O)OCC2OC3OC(C)(C)OC3C2O)cc1 (configuration not stated) | 107 | 0.2
O=C1NC(c2ccc(O)cc2)=NC2Oc3ccc4ccccc4c3C=C12 (configuration not stated) | 103 | 0.3

Additional compounds.
SMILES | PV pol inh | PV pol inh FP z-score
c1nc(N2CCOCC2)nc2c1CNCC2 | 99 | -0.6
Cc1ccc(S(=O)(=O)NC2(C(F)(F)F)NC(=O)N(CCc3ccccc3)C2=O)cc1 (configuration not stated) | 103 | 0
Cc1ccc(CNC(=O)c2cc3c(=O)n(C)c4ccccc4c3n2C)cc1 | 103 | 0.5
Cc1ccc(-c2c(C(=O)N(C)Cc3ccccc3)oc(=O)c3ccccc23)cc1 | 113 | 1.3
O=c1[nH]c(=S)[nH]c(O)c1C=Nc1cccc(O)c1 | 97 | -0.8
CCOc1ccc(CCNC(=O)Cn2nc(C)n3c(cc4occc43)c2=O)cc1OCC | 107 | -0.2
CCC(N)c1ccc(C)cc1 (configuration not stated) | 102 | 0
COc1ccc(-c2cn3c(n2)sc2cc(C(=O)NCc4ccccc4)ccc23)cc1 | 108 | 0.4
Cc1c(C(N)=O)cnn1-c1ccc(Cl)cc1 | 100 | -0.6
CC(C)(C)NC(=O)Cn1nc(Cl)nc1Cl | 99 | -0.9
CC(C)CNC(=O)c1cccc(S(=O)(=O)N2CCCCC2)c1 | 105 | 1.6
CCOP(=S)(NC)OCC | 100 | 0.1
COC(=O)CSc1nnc2sc3ccccc3n12 | 100 | -0.4
Cc1ccc(NC(=O)c2cc(S(=O)(=O)NC3CCCCC3)ccc2F)cc1Cl | 109 | 0.3
COc1cc(OC)cc(C(=O)Nc2cccc(-c3cn4cccnc4n3)c2)c1 | 99 | -1.9
CC(=O)NC(CSCc1ccccc1)C(=O)O (configuration not stated) | 104 | 0.2
Nc1ncc(S(=O)(=O)NCc2ccc(F)cc2)cn1 | 110 | 0.7
CC(C)c1ccc(CNCCSc2nnnn2C)cc1 | 107 | 0.5
CN(C)C(=O)COC(=O)c1cncc(Br)c1 | 100 | -0.4
O=C(c1ccc2nc(N3C(=O)c4ccccc4C3=O)sc2c1)N1CCOCC1 | 98 | -0.8
CC(C)Nc1nc(NC(C)C)nc(N(C)C)n1 | 100 | -0.1
COc1ccc(OC)c(C2N=C(N)Nc3nc4ccccc4n32)c1 (configuration not stated) | 99 | -1.2
CCSc1ccsc1C1C(C#N)=C(N)N(c2cccnc2)C2=C1C(=O)CC(C)(C)C2 (configuration not stated) | 105 | 0.7
Cc1ccc(NC(=O)CSc2nc3c(c(=O)[nH]2)CN(Cc2ccccc2)CC3)cc1Cl | 115 | 0.4
O=S(=O)(c1ccc(-n2cccn2)cc1)N(Cc1ccccn1)Cc1ccccn1 | 98 | -1.3

(cont.)
SMILES | PV pol inh | PV pol inh FP z-score
N#Cc1cc(Cl)c2c(c1)OCCCO2 | 103 | 0
O=C(NC1CCCC1)C1CCC(CNS(=O)(=O)c2ccccc2)CC1 (configuration not stated) | 101 | 0.2
COc1ccc2nc(C)c(C(=O)O)cc2c1 | 103 | 0.4
COC(=O)c1cc(CSc2nnc(NC3CCCCC3)s2)oc1C | 101 | -0.2
Cc1nc(-c2cc(C#N)c(SCCNS(=O)(=O)c3ccc(C(C)(C)C)cc3)nc2C)cs1 | 115 | 1.9
CCc1ccccc1Nc1cc(C(=O)NCC2COc3ccccc3O2)c2ccccc2n1 (configuration not stated) | 102 | -0.2
CC(C)c1ccccc1NC(=O)COC(=O)c1ccc(N(C)C)cc1 | 102 | 0.4
COc1ccc(OCc2ccc(-c3nc(C#N)c(N4CCC(C(N)=O)CC4)o3)o2)cc1 | 113 | 1.3
CCc1ccccc1NC(=O)C1=CC(c2ccc(OC)c(OC)c2)=NS(=O)(=O)N1C | 112 | 0.3
CCS(=O)(=O)Nc1ccc(C2=NN(C(=S)Nc3ccccc3)C(c3ccco3)C2)cc1 (configuration not stated) | 105 | 0.5
Nc1cc2c(cc1Cl)OCCCO2 | 102 | -0.4
Cc1oc2cc(OC(C)C)ccc2c(=O)c1-c1ccc2c(c1)OCCO2 | 106 | 1.4
CC(C)CCn1c(=O)c2sccc2n2c(CCCC(=O)N3CCCC3)nnc12 | 103 | 0.2

An excerpt from above in order of count of non-hydrogen atoms, falling.
SMILES | PV pol inh | PV pol inh FP z-score
CCc1ccccc1Nc1cc(C(=O)NCC2COc3ccccc3O2)c2ccccc2n1 (configuration not stated) | 102 | -0.2
Cc1nc(-c2cc(C#N)c(SCCNS(=O)(=O)c3ccc(C(C)(C)C)cc3)nc2C)cs1 | 115 | 1.9
COc1ccc(OCc2ccc(-c3nc(C#N)c(N4CCC(C(N)=O)CC4)o3)o2)cc1 | 113 | 1.3
CCSc1ccsc1C1C(C#N)=C(N)N(c2cccnc2)C2=C1C(=O)CC(C)(C)C2 (configuration not stated) | 105 | 0.7
O=S(=O)(c1ccc(-n2cccn2)cc1)N(Cc1ccccn1)Cc1ccccn1 | 98 | -1.3
O=C(c1ccc2nc(N3C(=O)c4ccccc4C3=O)sc2c1)N1CCOCC1 | 98 | -0.8
Cc1oc2cc(OC(C)C)ccc2c(=O)c1-c1ccc2c(c1)OCCO2 | 106 | 1.4
O=C(NC1CCCC1)C1CCC(CNS(=O)(=O)c2ccccc2)CC1 (configuration not stated) | 101 | 0.2
COC(=O)c1cc(CSc2nnc(NC3CCCCC3)s2)oc1C | 101 | -0.2
CC(C)c1ccc(CNCCSc2nnnn2C)cc1 | 107 | 0.5
Nc1ncc(S(=O)(=O)NCc2ccc(F)cc2)cn1 | 110 | 0.7
CC(=O)NC(CSCc1ccccc1)C(=O)O (configuration not stated) | 104 | 0.2
COc1ccc2nc(C)c(C(=O)O)cc2c1 | 103 | 0.4
N#Cc1cc(Cl)c2c(c1)OCCCO2 | 103 | 0
Nc1cc2c(cc1Cl)OCCCO2 | 102 | -0.4
